Tn6 DDE FP – inhibitors of Tn6 peptide binding to human fibrin DD(E). Fibrin DD(E) TRITC-Tn6 fluorescence polarization displacement. inhibition, % at 8.3 µM. actives 0.21% (n = 370,000). AID 720509;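 active = inhibition above a per-campaign cutoff: mean of compounds within control limits plus 3 SD, cut at about 15% in these data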;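 note: 0% = median of all compound wells on the plate and 100% = blocking peptide control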
UHRF1 MBD2 ctr – UHRF1 methyl-DNA binding inhibition. UHRF1 binding to methylated oligo, TR-FRET. inhibition, % at 4.4 µM. actives 0.75% (n = 370,000). AID 687016; in the data active = inhibition above about 21%;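 note: UHRF1 SRA domain binding a hemimethylated CpG hairpin DNA probe; 0% = median of test compound wells and 100% = reference inhibitor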
Target sequence (Q96T88 whole entry, looked up, the tested form may be a part): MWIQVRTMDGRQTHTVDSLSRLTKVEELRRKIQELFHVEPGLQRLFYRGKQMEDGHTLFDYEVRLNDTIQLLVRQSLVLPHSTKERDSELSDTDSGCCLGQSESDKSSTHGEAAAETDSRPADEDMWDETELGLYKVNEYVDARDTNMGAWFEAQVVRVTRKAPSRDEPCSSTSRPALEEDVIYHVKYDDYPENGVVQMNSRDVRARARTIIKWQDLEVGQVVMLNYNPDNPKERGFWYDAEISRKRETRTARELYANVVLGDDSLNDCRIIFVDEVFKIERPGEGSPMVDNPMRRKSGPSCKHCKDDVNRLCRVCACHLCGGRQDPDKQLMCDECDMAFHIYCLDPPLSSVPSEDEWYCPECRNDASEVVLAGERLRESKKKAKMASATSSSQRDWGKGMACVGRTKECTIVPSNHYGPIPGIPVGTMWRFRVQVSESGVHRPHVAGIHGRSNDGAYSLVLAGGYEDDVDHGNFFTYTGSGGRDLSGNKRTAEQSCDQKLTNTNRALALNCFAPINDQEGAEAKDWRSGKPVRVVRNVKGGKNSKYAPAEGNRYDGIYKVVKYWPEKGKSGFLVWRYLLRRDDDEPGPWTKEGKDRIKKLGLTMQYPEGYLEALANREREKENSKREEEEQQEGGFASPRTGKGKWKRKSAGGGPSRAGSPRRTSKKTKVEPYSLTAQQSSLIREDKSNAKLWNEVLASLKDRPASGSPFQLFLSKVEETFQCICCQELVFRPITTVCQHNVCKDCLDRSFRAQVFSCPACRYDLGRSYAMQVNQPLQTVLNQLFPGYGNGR
ASAP1 inh – ASAP1 ArfGAP inhibition | Q9ULH1 | ASAP1-stimulated ARF1 GTP hydrolysis, GDP FP detection | actives 0.19% (n = 360,000) | inhibition, % at 16.5 µM; in the data active = inhibition above about 25%;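 note: 0% = vehicle with enzyme and substrate and 100% = no enzyme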
Rev-erbA mod – Rev-erb alpha (human) modulation; P20393; Rev-erbα–FITC-DNA binding, fluorescence polarization, 90 min; activity, % at 10 µM; actives 0.79% (n = 370,000); AID 1259318;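 active = activity above about 14%, limit read from the data; passing the limit was not always enough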;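 note: 0% = DMSO wells with 35 nM protein and 100% = DMSO wells with 750 nM protein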
ARFGAP1 inh – inhibitors of rat ARFGAP1; Q62848; Arfgap1-stimulated ARF1 GTP hydrolysis, GDP FP detection; inhibition, % at 16.5 µM; actives 0.26% (n = 360,000);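 active = inhibition above a per-plate limit, mean inhibition of low control wells plus 3 SD, cut at about 25% in these data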;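 note: 0% = DMSO wells with enzyme and 100% = wells lacking Arfgap1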
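Replicates: Single well per compound | Assay system: Truncated rat Arfgap1 GAP domain | Control set: No-Arfgap1 wells (100%) versus DMSO full-reaction wells (0%) | Times: Enzyme reaction 120 min at 25 °C after 20 min preincubation | Reagent: Human ARF1(Δ1-17)-GTP substrate | Measured by: Tracer-displacement fluorescence polarization with EDTA stop, 620/688 nm | Measure: Percent inhibition of Arfgap1-stimulated GTP hydrolysis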
sPLA2-III inh – Blocks human group III sPLA2 activity; Q9NZ20; QFRET BODIPY PC-A2 liposome hydrolysis, fluorescence; inhibition, % at 12.2 µM; actives 0.56% (n = 370,000);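 active = inhibition above mean plus 3 SD of compounds lying within the high and low control bounds, cut at about 19% in these data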;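 note: 0% = median of test compound wells and 100% = no enzyme DMSO wells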
PLCg1 inh – PLC-gamma1 (human) inhibition, primary screen; purified PLC-gamma1, fluorogenic substrate, fluorescence; actives 0.84% (n = 370,000); AID 720700; inhibition, % at 12.2 µM; in the data active = inhibition above about 9.5%
PLCb3 inh – PLC-beta3 (human) inhibition, primary screen | Q01970 | Purified PLC-beta3, fluorogenic substrate, fluorescence | inhibition, % at 12.2 µM | actives 0.18% (n = 370,000) | AID 720704; in the data active = inhibition above about 11%;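 note: 0% = median of compound wells on plate and 100% = full blocker control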
KLK7 zymogen act – activates the human kallikrein-7 zymogen; P49862; activation, % at 7 µM; purified proKLK7, EDANS-DABCYL substrate fluorescence; 100% is mature enzyme control, 0% vehicle; actives 0.9% (n = 370,000);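 active = activation above the mean of all tested compounds plus 3 SD, computed per campaign excluding outliers beyond control limits, cut at about 13% in these data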
Target sequence (P49862 whole entry, looked up): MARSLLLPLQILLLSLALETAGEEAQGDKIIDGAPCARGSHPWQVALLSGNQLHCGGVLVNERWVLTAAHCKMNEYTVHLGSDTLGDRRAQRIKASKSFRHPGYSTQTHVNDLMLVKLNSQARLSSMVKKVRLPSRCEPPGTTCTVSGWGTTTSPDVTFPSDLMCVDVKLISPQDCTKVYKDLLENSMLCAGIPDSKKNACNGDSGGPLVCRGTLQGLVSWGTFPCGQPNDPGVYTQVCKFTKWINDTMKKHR
DDE Tn7 FP inh – DD(E)-Tn7 binding inhibition, primary FP screen; FP displacement of FITC-Tn7 peptide from fibrin DD(E); 0% = median of compound wells per plate; actives 0.13% (n = 370,000); P02675; inhibition, % at 8.3 µM;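 active = inhibition above the mean of compounds falling within the control limits plus 3 SD of them, cut at about 14% in these data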;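 note: 0% = plate median of compound wells and 100% = 10 µM Aha-Tn7 peptide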
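Assay system: Human fibrin DD(E) protein | Medium: Tris buffer with calcium and detergent, pH 7.8 | Reagent: 0.1 µM fluorescent Tn7 | Compound dosing: Single point at 8.3 µM | Times: 10 min preincubation, 3 h with tracer, room temperature | Detection: Fluorescence polarization of the labelled Tn7 tracer | Controls: Aha-Tn7 high control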
* = called active by the depositor; · = no result given.

SMILES	Tn6 DDE FP	UHRF1 MBD2 ctr	ASAP1 inh	Rev-erbA mod	ARFGAP1 inh	sPLA2-III inh	PLCg1 inh	PLCb3 inh	KLK7 zymogen act	DDE Tn7 FP inh
CC(C)(C)NC(=S)NCc1ccc2c(c1)OCO2	2	0	-1	-2	-4	13	1	4	-0.2	3
COC(=O)c1cc2c(c3c4cc(F)ccc4n(S(=O)(=O)c4ccc(C)cc4)c13)C(=O)N(Cc1ccc(N(C)C)cc1)C2	-1	-3	-9	2	-4	7	-7	-5	0.5	8
C#Cc1ccc(NC(=O)C2(C)CCN2C(=O)C2(c3ccccc3)CC2)cc1 (stereo not drawn)	3	1	-3	-1	5	-3	3	0	0.1	4
C/C(CCc1ccccc1)=N\NC(=O)COc1ccccc1C	4	0	-7	-2	1	4	-2	-6	-0.5	1
O=C(COc1ccccc1O)NC1CCCC1	4	0	6	2	-1	-2	4	-8	-0.1	1
CCn1c2ccccc2nc2cc3c(cc21)c(Cl)c(=O)c1ccccc13	12	0	-7	9	1	-2	-6	-9	0.4	-5
COc1cc(NC(=O)Cn2nc(C(F)(F)F)c3c2CCCC3)cc(OC)c1OC	-6	1	-2	1	14	-15	3	0	0.8	0
CCn1cc(C(=O)O)c(=O)c2cnc(N3CCN(C(=S)NC(=O)c4ccc(Cl)cc4Cl)CC3)nc21	3	1	7	-3	4	7	10.0*	5	-1.1	3
Cc1ccc(OCC(=O)Nc2ccc(NC(=O)c3cccs3)cc2)c(C)c1	2	0	1	-4	8	1	2	-7	-11	0
Cc1cccc(OCC(=O)N/N=C/CC(C)c2ccccc2)c1C (stereo not drawn)	-1	3	8	-3	3	17	6	-2	-0.2	2
O=C1c2ccccc2C(=O)N1CCCCN(C(=O)c1ccco1)c1ccc(Cl)cc1	-8	4	1	5	15	-7	-1	-2	0.1	5
Cc1[nH]c(C)c(S(=O)(=O)N2CCN(c3ccc(Cl)cc3)CC2)c1C(=O)N1CCCC1	-4	-3	1	-5	-13	-4	-3	-9	-0.2	7
C[C@H](O)[C@@H]1CN2CCc3c([nH]c4ccccc34)[C@@H]2C[C@@H]1N(C)C(=O)Nc1ccc(F)cc1	2	18	-7	4	4	-1	-325	-471	16*	0
O=C1CCC[C@H]2C[C@H](NCc3cccc(F)c3)CC[C@]23CCCN13	-4	0	·	-1	·	12	3	0	·	4
Cc1ccc(S(=O)(=O)N2CCN(C(=O)CN(Cc3ccco3)Cc3cccs3)CC2)cc1	2	3	2	2	6	1	2	-1	-0.8	-8
O=C(CCC(=O)Nc1ccc(F)cc1)N/N=C/c1c[nH]c2ccccc12	1	-3	-3	-1	0	-8	2	8	0.2	-2
O=C(CCNC(=O)c1ccc([N+](=O)[O-])cc1)NC1CCCCC1	5	0	12	0	5	-2	2	-2	0.0	-10
COc1ccc(-c2nc(C#N)c(N3CCC(C(N)=O)CC3)o2)cc1	-3	-3	-3	0	8	2	-62	-78	5.4	-3
CC(NC(=O)c1ccc(Cl)s1)C1CCCO1 (stereo not drawn)	1	3	-2	-3	5	0	-1	0	0.0	1
COc1cc(C2C(C#N)=C(N)Oc3cc(N)ccc32)cc(OC)c1OC (stereo not drawn)	-14	-3	-3	5	0	-19	-23	-27	-0.7	2

Structures above marked active in KLK7 zymogen act:
SMILES	Tn6 DDE FP	UHRF1 MBD2 ctr	ASAP1 inh	Rev-erbA mod	ARFGAP1 inh	sPLA2-III inh	PLCg1 inh	PLCb3 inh	KLK7 zymogen act	DDE Tn7 FP inh
C[C@H](O)[C@@H]1CN2CCc3c([nH]c4ccccc34)[C@@H]2C[C@@H]1N(C)C(=O)Nc1ccc(F)cc1	2	18	-7	4	4	-1	-325	-471	16*	0

(list continues)
SMILES	Tn6 DDE FP	UHRF1 MBD2 ctr	ASAP1 inh	Rev-erbA mod	ARFGAP1 inh	sPLA2-III inh	PLCg1 inh	PLCb3 inh	KLK7 zymogen act	DDE Tn7 FP inh
O=C(CN1CCOCC1)N/N=C/c1cc2ccccc2nc1Cl	-10	-7	-2	1	-2	1	-2	-2	-0.9	-3
O=C(Nc1ccc2c(c1)OCCO2)c1cnn(-c2ccccc2)n1	-1	-3	17	0	-8	4	-15	-21	0.4	11
O=C(Nc1nc2ccc(S(=O)(=O)N3CCCCC3)cc2s1)c1cccnc1	-14	0	-9	-6	12	-10	-41	-55	-0.3	-11
COc1ccc(C)cc1-n1nnnc1SC/C(O)=C(\C#N)c1nc2ccccc2[nH]1	6	-1	10	-13	-2	-33	-7	-8	-0.5	2
CC(C)c1ccc(NC2CCCN(C(=O)CCc3cnn(C)c3)C2)cc1 (stereo not drawn)	9	0	8	2	-10	-2	-2	-6	0.6	0
CC1CCCCC1NC(=O)CN1CCN(Cc2ccccc2Cl)C1=O (stereo not drawn)	-3	-1	2	-3	17	3	-2	-2	0.6	-8
Cc1cc(C)c(C#N)c(SCC(=O)N2CCN(Cc3ccccc3)CC2)n1	-10	6	-6	0	3	3	-11	-11	0.5	0
CCCCCN(C(=O)CCC(=O)OCC(=O)NC1CCC(C)CC1)c1c(N)n(CCCC)c(=O)[nH]c1=O (stereo not drawn)	1	0	11	1	-17	-3	-2	3	0.4	-10
CC(C)CN1CCN(Cc2ccc(C#CC(C)(C)O)cc2)CC1CCO (stereo not drawn)	-3	4	2	2	-2	2	-4	-8	0.3	1
CCOc1ccc(S(=O)(=O)NN=C(C)c2cccnc2)cc1	-1	1	-4	1	4	0	-2	-3	-0.5	-1
COc1cccc(NC(C)(C)c2nnnn2-c2c(C)cccc2C)c1	-6	2	-11	2	9	-1	1	-9	-0.2	-2
COc1ccccc1/C=C/C(=O)NC(=S)N1CCOCC1	-4	2	0	4	-5	3	-6	-20	0.4	0
CC(OC(=O)c1ccc2c(c1)S(=O)(=O)c1ccccc1C2=O)C(N)=O (stereo not drawn)	-6	-5	0	-7	-2	4	-3	-2	0.0	3
CCc1nc2c(OCCc3cccc(OC)c3)cccn2c1N(C=O)Cc1ccccc1	-3	-3	-7	1	-11	-8	-6	-10	0.0	-5
CCC(C)NS(=O)(=O)c1ccc(NC(=O)c2ccc([N+](=O)[O-])cc2Cl)cc1 (stereo not drawn)	-10	4	15	-3	17	-12	2	-1	-0.1	3
O=C1CC(c2ccccc2)=Nc2ccccc2N1	1	4	-11	0	-4	11	1	4	0.1	0
O=C(CCn1cccc1)NCc1ccccc1	7	0	-18	-5	6	3	0	-1	-0.1	0
Cc1ccc2ncc(S(=O)(=O)c3ccccc3)c(N3CCCCC3C)c2c1 (stereo not drawn)	-9	2	-4	7	0	4	0	-5	0.1	-12
Cc1ccc2c(Cl)c(C(=O)NCCc3ccccc3)sc2c1	-3	1	-15	1	3	8	2	-3	-0.2	1
O=C(CCCOC(=O)c1ccc(O)cc1O)c1ccc(F)cc1	4	-4	3	-4	-15	-17	-1	-6	-0.2	4
CC(CNC(=O)c1ccc(NC2=NC3CS(=O)(=O)CC3S2)cc1)c1ccccc1 (stereo not drawn)	2	-1	-5	-7	-3	5	0	0	0.1	1
Cc1ccc(N2C(=O)c3ccccc3C2Nc2cccnc2)nc1 (stereo not drawn)	-5	2	-4	-5	7	11	1	0	0.2	4
CSc1nc(N)nc(C2CC2)n1	-9	0	0	-3	-9	0	-1	1	0.7	1
C=CCn1c(SCC(=O)Nc2ccccc2OC)nnc1-c1ccccn1	-3	4	22	2	2	6	3	1	-0.2	0
C=C(C)COc1ccc2c(c1)CCC1C2CCC2(C)C(=O)C(=NO)CC12 (stereo not drawn)	-2	-2	4	-2	-14	-27	3	0	-0.5	-6
O=C(c1ccc(Cl)cc1)C1CCN(C(=O)NC2CCCCC2)CC1	-10	8	4	-5	1	6	1	-3	-0.3	2
CN(C)CCCNc1ncnc2oc(-c3ccccc3)c(-c3ccccc3)c12	-1	4	-8	9	11	1	-21	-29	-0.5	3
Cc1cc(C)c2c(N)c(C(=O)c3ccc(Cl)c(Cl)c3)sc2n1	-3	3	-8	-24	9	2	0	2	-0.5	-9
Cc1nn(CC#N)c(=O)n1-c1ccccc1F	-8	3	2	0	4	11	1	-2	-0.7	2
CCOc1ccccc1C(=O)NCC(=O)NCCCc1ccccc1	1	1	-8	4	17	-1	0	-6	-0.1	2
O=C(Nc1ccc(Oc2ccccc2)nc1)C1CCN(Cc2ccco2)CC1	-4	2	-7	4	10	3	0	-8	0.4	-8
CC1CC(C)(C)NC(=S)N1CCCC(=O)Nc1ccc(Br)cc1 (stereo not drawn)	14	-1	-5	-2	14	11	1	-6	0.0	4
COc1ccccc1CN1CC(C(=O)NC2CCOCC2)CCC1=O (stereo not drawn)	0	0	0	-5	0	2	4	-2	-0.5	-6
C/C(=N\OCC(=O)Nn1c(C)nc2ccccc2c1=O)c1cccs1	-7	3	-6	-4	-1	18	-3	-3	-0.4	-5
COc1ccccc1NC(=O)COC(=O)c1ccc([N+](=O)[O-])s1	-6	2	0	4	5	7	6	-1	0.0	1
O=C(COc1ccc(F)cc1)Nc1nnc(C2CCCCC2)s1	-10	2	8	-3	5	-6	3	0	0.1	-5
CC(=O)c1c(C)[nH]c(C(=O)OCC(=O)Nc2sc3c(c2C#N)CCC(C)C3)c1C (stereo not drawn)	4	-4	10	-2	9	-3	-2	-19	0.1	1
CCCn1c(=S)[nH]c2cc(C(=O)N3CCc4ccccc43)ccc2c1=O	-3	0	7	1	6	-1	3	1	-0.1	-1
CN(C)c1ccc(/C=N/NC2=NS(=O)(=O)c3ccccc32)cc1	3	-5	21	7	6	2	-83	-114	-2.8	3
CCN(CC)S(=O)(=O)c1ccc(C(=O)NCc2n[nH]c(=S)n2-c2ccccc2OC)cc1	0	-1	8	2	-4	5	0	2	0.4	-7
COc1ccc(-c2nc(NC(=O)c3ccc(OCC(=O)N4CCOCC4)c(OC)c3)sc2C)cc1	-2	4	18	-1	8	1	-5	-1	-0.2	5
CC1CCC(C(=O)NC(C(=O)Nc2ccccn2)C(C)C)CC1 (stereo not drawn)	3	0	1	-5	8	7	4	-1	-0.4	0
CN(C(=O)COC(=O)C(C)(C)Oc1ccc(Cl)cc1)c1c(N)n(Cc2ccccc2)c(=O)[nH]c1=O	6	-2	-3	0	3	-1	3	-7	0.3	0
O=C(CSc1nc2ncc(Cl)cc2[nH]1)Nc1cccc(F)c1	2	2	4	11	22	-27	1	-9	-0.5	2
CCCOC(=O)Nc1ccc(S(=O)(=O)Nc2ncccn2)cc1	-5	0	-3	1	12	5	0	-6	0.5	5
CC(C)Oc1ccc(C(=O)Nc2nc3ccccc3[nH]2)cc1	2	-4	1	1	-9	3	-1	-8	0.0	-1

Quoted at random: 2 compounds from above, in no set order.
SMILES	Tn6 DDE FP	UHRF1 MBD2 ctr	ASAP1 inh	Rev-erbA mod	ARFGAP1 inh	sPLA2-III inh	PLCg1 inh	PLCb3 inh	KLK7 zymogen act	DDE Tn7 FP inh
COc1ccc(-c2nc(NC(=O)c3ccc(OCC(=O)N4CCOCC4)c(OC)c3)sc2C)cc1	-2	4	18	-1	8	1	-5	-1	-0.2	5
CC1CCC(C(=O)NC(C(=O)Nc2ccccn2)C(C)C)CC1 (stereo not drawn)	3	0	1	-5	8	7	4	-1	-0.4	0
